Source: PubChem (Broad Institute)
XiGFP reactiv – reactivates the inactive X chromosome in mouse fibroblasts | XiGFP mouse fibroblasts, % GFP-positive cells imaging, 3 d; cells co-treated with 5-aza-dC sensitizer; scaled so ellipticine positive control = 100% | activation, % at 7.58 µM | 360,000 compounds, 0.055% hits | AID 743238;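 active = mean normalized replicate activation at least 10% and every replicate at or above 10%; inconclusive = only one of the two criteria met; inactive = mean below 10% and not all replicates reach 10%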;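 also: 0% = median of on-plate neutral control wells and 100% = ellipticine 6 µM median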
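Assay system – SV40-immortalized XiGFP fibroblast cells, line 68-5-11 · Buffer or medium – DMEM supplemented with 5-aza-dC as sensitizing agent · Dosing – one concentration, pinned · Benchmarks – positive control ellipticine, 6 µM final · Times – 3 days compound exposure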
EWS-Fli block – blocks EWS/Fli oncoprotein-driven transcription. inhibition, % at 12.6 µM. A673 NR0B1-luciferase reporter, viability-normalised. 350,000 compounds, 0.67% hits;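 active = mean inhibition of at least 50% after viability correction, with every replicate also passing that limit; inconclusive = mean reaches 50% but only one of two replicates passes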;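 also: firefly luciferase signal divided by Alamar Blue viability fluorescence both relative to DMSO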
ARNT-TACC3 inh – disruptors of human ARNT/TACC3 interaction | Q9Y6A5 | AlphaScreen His-ARNT PAS-B/GST-TACC3 binding, luminescence; TACC3 fragment carries E629A point mutation | inhibition, % at 9.99 µM | 390,000 compounds, 0.66% hits | AID 623870;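 active = mean inhibition of replicates at least 50% and at least half of replicates each reaching 50%; inconclusive = half or more replicates reach 50% but mean below 50%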;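 also: 0% = complete ARNT plus TACC3 wells and 100% = ARNT alone without TACC3; many hits fall short of the cut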
GSIS activator – primary screen for activators of insulin secretion dependent on glucose, INS-1E cells, GLuc reporter luminescence | INS-1E GLuc reporter insulin secretion, 2-3 h | activation, % at 16.6 µM | 370,000 compounds, 0.61% hits | AID 743287;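 active = lowest replicate activation of at least 40%, so every replicate reaches that level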;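 also: 0% = median of neutral control wells and 100% = median of IBMX positive control wells; some compounds called inactive have numbers as strong as hits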
F508del corr – correctors of CFTR F508del function in bronchial epithelial cells | activity (quench increase), % at 7.58 µM | 350,000 compounds, 0.36% hits | CFBE cells, YFP halide quenching; stimulated with forskolin plus potentiator P3; % fluorescence drop versus neutral controls | AID 720511;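 active = mean added fluorescence quench of at least 8% versus neutral control, with both replicates also reaching 8%; inconclusive = only one of the mean or replicate conditions met; inactive = mean below 8% and not both replicates reaching 8%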;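 also: cells transiently co-express mutant CFTR-F508del with the halide-sensitive YFP; corrector assay measuring rescue of mutant channel to the surface after 24 h compound exposure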
DENV2 CPE rescue – inhibitors of DENV2 cytopathic effect; DENV2-infected cells, cytopathic effect rescue, plate reader; CPE inhibition, % at 9.99 µM; 350,000 compounds, 1.7% hits; in the data active = CPE inhibition above about 20%, passing the limit was not always enough; inconclusive = no clear call, values can overlap the other calls; tested in BHK-21 cells;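 also: 0% = median of neutral control wells and 100% = median of positive control wells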
PAX8 reporter – inhibitors of PAX8 transcriptional activity in RMG-I cells; RMG-I TPO-luciferase reporter, SteadyGlo, 24 h; inhibition, % at 12.6 µM; 360,000 compounds, 1.2% hits;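 active = mean replicate inhibition at least 60% with every replicate also reaching 60%; inconclusive = only one of the two criteria is met; inactive = mean below 60% and not all replicates reaching 60%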;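 also: luciferase light reporting Pax8 driven TPO promoter activity; plate controls were median of neutral control wells for no effect and mitoxantrone controls for full effect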
ERp5 block – ERp5 (human) disulfide isomerase inhibition; ERp5 insulin aggregation, absorbance 650 nm, 90 min; inhibition, % at 9.99 µM; 350,000 compounds, 0.05% hits; Q15084; AID 651711;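 active = mean replicate inhibition above about 25%, with every replicate also reaching it, limit read from the data, passing the limit was not always enough; inconclusive = only one of those two criteria met; inactive = neither criterion met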
Target sequence (Q15084 whole entry, looked up): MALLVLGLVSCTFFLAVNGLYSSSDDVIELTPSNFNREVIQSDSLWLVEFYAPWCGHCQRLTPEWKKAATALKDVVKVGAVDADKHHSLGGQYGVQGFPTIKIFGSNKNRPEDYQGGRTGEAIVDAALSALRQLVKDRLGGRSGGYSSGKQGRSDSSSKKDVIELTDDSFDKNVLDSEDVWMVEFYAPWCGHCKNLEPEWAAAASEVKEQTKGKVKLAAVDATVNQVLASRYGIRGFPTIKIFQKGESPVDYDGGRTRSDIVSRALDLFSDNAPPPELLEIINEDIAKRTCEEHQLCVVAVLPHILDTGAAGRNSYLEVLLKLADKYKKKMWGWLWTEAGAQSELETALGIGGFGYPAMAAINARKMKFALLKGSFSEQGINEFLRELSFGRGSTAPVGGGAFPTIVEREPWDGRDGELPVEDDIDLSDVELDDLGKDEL
* = called active by the depositor; ? = inconclusive; . = no result given.

SMILES | XiGFP reactiv | EWS-Fli block | ARNT-TACC3 inh | GSIS activator | F508del corr | DENV2 CPE rescue | PAX8 reporter | ERp5 block
O=C(O)c1cc(C2CC2)nn1-c1ccccc1 | . | . | -2 | 1 | . | . | -4 | 2
Cc1nn(-c2ccccc2)c(NC(=O)c2cccs2)c(-c2ccccc2Cl)c1=O | 0.0 | 5 | . | -14 | 0.9 | -1 | -3 | -1
Cc1ccc(-n2ccc(=O)c(C(=O)Nc3ccc(S(=O)(=O)Nc4nccc(C)n4)cc3)n2)cc1 | 0.0 | . | -4 | -5 | -0.1 | ? | -112 | 1
CCc1ccc(CNC(=O)C2CCN(S(=O)(=O)N3CC(C)CC(C)C3)CC2)cc1 (configuration not stated) | 0.2 | . | -1 | -8 | -4.7 | -3 | -3 | 2
Cc1ccccc1C(=O)N1CCC(C(=O)Nc2ccc(S(=O)(=O)N3C(C)CCCC3C)cc2)CC1 (configuration not stated) | 0.1 | 14 | 8 | -47 | -1.8 | 5 | 20 | -3
COc1cccc(N(C(=O)c2ccco2)c2nc(-c3sc(NC(=O)c4ccco4)nc3C)cs2)c1 | -0.1 | 20 | 2 | 17 | -6.7 | 4 | 99* | 6
Cc1ccc(S(=O)(=O)N(C)C[C@H]2Oc3c(NC(=O)CCCCCC(=O)Nc4ccccc4N)cccc3C(=O)N([C@H](C)CO)C[C@@H]2C)cc1 | -0.4 | -11 | . | 10 | -1.7 | -4 | 19 | 5
COc1cc(C2NC(=S)NC(c3ccccc3)=C2C(C)=O)ccc1O (configuration not stated) | -0.1 | -13 | 0 | 12 | -5.2 | -5 | 6 | -5
Cc1ccccc1-c1ccc([C@H]2[C@@H](CO)N3CCCCN(S(=O)(=O)c4ccc(F)cc4)C[C@@H]23)cc1 | 0.5 | 5 | 12 | -7 | -0.4 | . | 19 | 0
Cc1ccc(OCC(=O)NCc2ccco2)c([N+](=O)[O-])n1 | -0.1 | 1 | -10 | 8 | -2.6 | . | -6 | 0
O=C(C[C@H]1C=C[C@H](NC(=O)C2CCC2)[C@H](CO)O1)NC1CCCCC1 | 0.5 | 0 | -31 | 11 | 0.9 | 4 | . | -3
CCS(=O)(=O)N1CC(=O)N2[C@H](CO)[C@@H](c3ccc(-c4ccccc4)cc3)[C@H]2C1 | 0.3 | . | . | 2 | 2.4 | -2 | . | 4
c1csc(-c2nc3ccccn3c2NC2CCCCC2)c1 | 0.0 | 7 | 21 | -4 | 1.0 | -1 | 4 | -1
Cc1nc([N+](=O)[O-])cn1CC(=O)Nc1ccc(F)c(Cl)c1 | 0.2 | 14 | -2 | 1 | 2.8 | 14 | -1 | 4
Cc1noc(C)c1COc1ccccc1C(=O)NCCOc1ccccc1F | 0.8 | -10 | -2 | 6 | -0.6 | 3 | -46 | 8
C[C@@H]1CCCCO[C@@H](CN(C)C(=O)C2CCCCC2)[C@H](C)CN([C@H](C)CO)C(=O)c2cc(NC(=O)Nc3ccc(C(F)(F)F)cc3)ccc2O1 | 1.1 | 10 | -3 | 1 | -2.0 | 4 | . | 1
CN1C(=O)c2cc(NC(=O)Nc3ccccc3F)ccc2OC[C@H]2O[C@H](CC(=O)NCc3ccc(-c4ccccc4)cc3)CC[C@@H]21 | 0.0 | 5 | 13 | 1 | -1.2 | ? | 23 | 5
C[C@@H]1CN([C@H](C)CO)C(=O)c2cc(NC(=O)NC3CCCCC3)ccc2O[C@@H]1CN(C)S(=O)(=O)c1cccs1 | 0.5 | 11 | -6 | -27 | -3.1 | 7 | . | -4
O=C(OCC(O)COc1ccccc1)c1ccc([N+](=O)[O-])cc1 (configuration not stated) | -0.1 | 2 | -1 | -40 | 1.6 | -5 | -9 | 1
C[C@@H]1CN([C@@H](C)CO)C(=O)c2ccccc2-c2ccccc2CO[C@H]1CN(C)C(=O)CCN(C)C | -1.3 | -4 | -10 | 17 | -3.4 | 0 | -2 | 6
O=C(O)C[C@@H]1C[C@@H]2c3cc(NC(=O)C4CCOCC4)ccc3O[C@@H]2[C@H](CO)O1 | 0.0 | . | . | -7 | 2.9 | 28* | -13 | 13
COc1cc(C(=O)OCC(=O)NC2CCCCC2)cc2c1OCCO2 | 0.4 | 1 | . | -11 | 0.3 | -8 | -5 | 3
C[C@H](CO)N1C[C@H](C)[C@H](CN(C)S(=O)(=O)c2ccc(Cl)cc2)OCCCC[C@H](C)Oc2ccc(NS(=O)(=O)c3ccc(F)cc3)cc2C1=O | 0.0 | 3 | -12 | 7 | 1.7 | ? | 81* | 0
CC(=O)NNc1ncnc2c1cnn2-c1ccc(C)c(C)c1 | 0.0 | -43 | 6 | 20 | -4.5 | -7 | -80 | 3
O=C(NCCc1ccccc1)C(c1ccc(F)cc1)N(C(=O)c1csnn1)C1CC1 (configuration not stated) | 0.0 | 6 | -2 | -37 | -0.8 | 2 | 2 | 0

For reference, 10 of the compounds above.
SMILES | XiGFP reactiv | EWS-Fli block | ARNT-TACC3 inh | GSIS activator | F508del corr | DENV2 CPE rescue | PAX8 reporter | ERp5 block
c1csc(-c2nc3ccccn3c2NC2CCCCC2)c1 | 0.0 | 7 | 21 | -4 | 1.0 | -1 | 4 | -1
Cc1nc([N+](=O)[O-])cn1CC(=O)Nc1ccc(F)c(Cl)c1 | 0.2 | 14 | -2 | 1 | 2.8 | 14 | -1 | 4
Cc1noc(C)c1COc1ccccc1C(=O)NCCOc1ccccc1F | 0.8 | -10 | -2 | 6 | -0.6 | 3 | -46 | 8
C[C@@H]1CCCCO[C@@H](CN(C)C(=O)C2CCCCC2)[C@H](C)CN([C@H](C)CO)C(=O)c2cc(NC(=O)Nc3ccc(C(F)(F)F)cc3)ccc2O1 | 1.1 | 10 | -3 | 1 | -2.0 | 4 | . | 1
CN1C(=O)c2cc(NC(=O)Nc3ccccc3F)ccc2OC[C@H]2O[C@H](CC(=O)NCc3ccc(-c4ccccc4)cc3)CC[C@@H]21 | 0.0 | 5 | 13 | 1 | -1.2 | ? | 23 | 5
C[C@@H]1CN([C@H](C)CO)C(=O)c2cc(NC(=O)NC3CCCCC3)ccc2O[C@@H]1CN(C)S(=O)(=O)c1cccs1 | 0.5 | 11 | -6 | -27 | -3.1 | 7 | . | -4
O=C(OCC(O)COc1ccccc1)c1ccc([N+](=O)[O-])cc1 (configuration not stated) | -0.1 | 2 | -1 | -40 | 1.6 | -5 | -9 | 1
C[C@@H]1CN([C@@H](C)CO)C(=O)c2ccccc2-c2ccccc2CO[C@H]1CN(C)C(=O)CCN(C)C | -1.3 | -4 | -10 | 17 | -3.4 | 0 | -2 | 6
O=C(O)C[C@@H]1C[C@@H]2c3cc(NC(=O)C4CCOCC4)ccc3O[C@@H]2[C@H](CO)O1 | 0.0 | . | . | -7 | 2.9 | 28* | -13 | 13
COc1cc(C(=O)OCC(=O)NC2CCCCC2)cc2c1OCCO2 | 0.4 | 1 | . | -11 | 0.3 | -8 | -5 | 3

Other structures.
SMILES | XiGFP reactiv | EWS-Fli block | ARNT-TACC3 inh | GSIS activator | F508del corr | DENV2 CPE rescue | PAX8 reporter | ERp5 block
CC1(C(=O)NCc2cccc(C(F)(F)F)c2)CCN1C1Cc2ccccc2C1 (configuration not stated) | 0.0 | 16 | . | -33 | -4.2 | ? | 32 | -5
COc1cc(NC(=O)Cn2c(=O)n(CC3CCCO3)c(=O)c3cc(OC)c(OC)cc32)cc(OC)c1 (configuration not stated) | 0.1 | 0 | -5 | 0 | -1.1 | 7 | 1 | 2
O=C1CC(NCC2CCCO2)C(=O)N1c1ccc(Cl)cc1 (configuration not stated) | 0.2 | 1 | 1 | 3 | -0.3 | -6 | 6 | 1
Cc1cc(O)ccc1-c1ccc2nncn2c1 | 0.0 | 0 | . | -1 | 2.3 | -5 | 14 | 1
CNC[C@@H]1Oc2cc(C#Cc3ccccn3)ccc2S(=O)(=O)N([C@@H](C)CO)C[C@H]1C | 0.0 | 1 | 34 | -9 | -0.2 | 2 | . | 2
CCCCn1c(N)c(N(CC(C)C)C(=O)c2oc3ccc(Br)cc3c2C)c(=O)[nH]c1=O | 0.1 | 3 | -2 | -5 | -2.0 | -8 | 19 | 12
COCCNC(=O)c1ccccc1NC(=O)c1cc(OC)cc(OC)c1 | 0.0 | 12 | -11 | 2 | 0.6 | 0 | -9 | -2
O=C(CNC(=O)C1COc2ccccc2O1)N/N=C\c1ccccc1Cl (configuration not stated) | 0.1 | -8 | 2 | 3 | -2.6 | -4 | -18 | -6
O=C(NNc1ccccn1)c1ccc(Cl)nc1 | 0.0 | -5 | -6 | -10 | -1.2 | 9 | 9 | -3
CCCNC(=O)N1[C@@H](C#N)[C@@H](c2ccc(-c3ccc(C(=O)N(C)C)cc3)cc2)[C@@H]1CO | 0.0 | 3 | 4 | 2 | -0.9 | -2 | 7 | 6
Cc1ccc2[nH]cc(CCNC(=O)c3ccc([N+](=O)[O-])cc3)c2c1 | 0.2 | 23 | . | -3 | -0.1 | -5 | 9 | -2
C[C@@H]1CN([C@@H](C)CO)C(=O)c2cc(NC(=O)Nc3ccccc3)ccc2O[C@H]1CN(C)Cc1ccncc1 | -1.2 | -3 | -3 | 4 | 2.5 | 8 | 6 | -3
COc1cc(/C=N/NC2=NS(=O)(=O)c3ccccc32)ccc1OC(C)=O | 0.3 | 9 | 8 | -23 | -0.5 | 5 | -22 | 9
COCC(=O)N(C)C[C@@H]1Oc2cc(C3=CCCCC3)ccc2S(=O)(=O)N([C@H](C)CO)C[C@@H]1C | 5.3 | 2 | -2 | 7 | -0.2 | 15 | . | 3
Cc1ncc([N+](=O)[O-])n1S(=O)(=O)c1cc(Br)ccc1Br | 0.1 | 9 | -5 | . | 4.1 | 1 | 17 | 2
Cc1ccc(NC(=O)c2cc(=O)c3ccccc3o2)c(C)c1 | 0.0 | -15 | 1 | 3 | . | -3 | -101 | -2
COc1cc2c(cc1NC(=O)c1ccco1)CCCC2 | . | -44 | -2 | 7 | -1.9 | 0 | . | -6
Cc1cc(C)n(-c2ncc(C#N)cn2)n1 | 0.0 | 2 | 0 | 3 | 2.2 | 1 | -13 | 0
COc1ccc(C(=O)Nc2cccc(S(C)(=O)=O)c2)cc1 | 0.0 | 0 | . | 0 | 1.3 | 2 | -14 | -10
C[C@@H]1CN([C@H](C)CO)C(=O)c2c(c3ccccc3n2C)-c2ccccc2CO[C@@H]1CN(C)C(=O)Cc1ccccc1 | -0.7 | 2 | 12 | -12 | 1.1 | 2 | 24 | -2
Cc1cc(C)cc(OCC(=O)OCC(=O)NCCC2=CCCCC2)c1 | -0.1 | . | -2 | 4 | . | . | -2 | .
C[C@H]1CN([C@@H](C)CO)C(=O)c2cc(NC(=O)Cc3ccccc3)ccc2O[C@H]1CN(C)S(=O)(=O)c1cccs1 | 0.1 | 6 | -7 | 5 | -0.2 | -4 | . | -4
CCOC(=O)CSc1nnc(-c2ccc3ncccc3c2)n1C | 0.4 | 0 | 0 | 0 | 0.5 | -4 | 8 | -11
